# S1P4 antag = human S1P4 receptor antagonism; S1P4-expressing cells, antagonist mode, reporter read-out; inhibition, % at 4.98 µM; actives 0.26% (n = 220,000); AID 1510; in the data active = inhibition above about 29%;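 note: 0% = wells stimulated with agonist and 100% = vehicle wells without agonist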
# p97 ATPase inh = inhibitors of human p97 ATPase; recombinant p97 ATPase, Kinase-Glo ATP luminescence, 3 h; inhibition, % at 8 µM; actives 0.42% (n = 220,000); AID 1481; in the data active = inhibition above about 15%;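 note: 0% = DMSO vehicle and 100% = wells lacking enzyme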
# S1P4 agonist = agonists of human S1P4 receptor; S1P4-expressing cell line, agonist reporter assay; activation, % at 4.98 µM; actives 0.35% (n = 220,000); AID 1509; in the data active = activation above about 11%;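 note: 0% = DMSO vehicle and 100% = reference agonist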
# PGE2 EP2 inh = EP2 receptor (human) inhibition | P43116 | C6 glioma cells expressing human EP2, cAMP TR-FRET; cells stimulated with saturating PGE2 | inhibition, % at 25 µM | actives 0.52% (n = 260,000) | AID 1422;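 active = percent inhibition above 40 after rounding to a whole number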;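 note: rat C6 glioma host cells with rolipram phosphodiesterase inhibitor present; the protocol text gives 20 µM as final concentration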
# Target sequence (P43116 whole entry, looked up): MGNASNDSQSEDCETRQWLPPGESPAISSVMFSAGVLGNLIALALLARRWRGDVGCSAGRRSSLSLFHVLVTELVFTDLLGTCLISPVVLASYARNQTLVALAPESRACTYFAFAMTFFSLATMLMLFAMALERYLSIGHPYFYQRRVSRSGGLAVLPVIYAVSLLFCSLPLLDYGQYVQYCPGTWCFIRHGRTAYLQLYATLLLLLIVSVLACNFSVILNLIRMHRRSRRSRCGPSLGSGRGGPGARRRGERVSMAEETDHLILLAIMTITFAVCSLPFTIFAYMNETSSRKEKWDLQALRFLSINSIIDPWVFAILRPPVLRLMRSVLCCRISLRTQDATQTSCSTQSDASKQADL
# eIF4E-4G inh = eIF4E/eIF4G interaction inhibition in translation initiation | P63073+Q04637 | TR-FRET eIF4E-eIF4GI(517-606) binding, 2 h | inhibition, % at 21.7 µM | actives 0.37% (n = 220,000);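 active = inhibition above about 30%, limit read from the data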;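 note: 0% = full FRET control wells and 100% = background wells lacking eIF4GI fragment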
# NPY-Y1 PAM-ag = potentiators or agonists of human neuropeptide Y receptor Y1. activation, % at 3.6 µM. NPY-Y1 expressing cells, potentiator/agonist activation. P25929. AID 1304. actives 0.37% (n = 220,000); in the data active = activation above about 33%, passing the limit was not always enough;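 note: cells stimulated with NPY at EC10 then isoproterenol at EC100; 0% = low agonist plus stimulus and 100% = saturating agonist plus stimulus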
# NPY-Y1 antag = blocks the human neuropeptide Y Y1 receptor; inhibition, % at 3.6 µM; P25929; HEK293-CNG Y1 cells, membrane potential fluorescence; NPY at EC95, then isoproterenol; actives 1% (n = 200,000);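 active = inhibition above the campaign mean inhibition of all tested compounds plus 3 SD, cut at about 20% in these data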;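 note: 0% = DMSO wells given NPY plus isoproterenol and 100% = isoproterenol alone without NPY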
#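 System: HEK293 cells with Y1 receptor plus CNG channel / Probe or stimulus: NPY 25 nM then isoproterenol 1 µM plus Ro 20-1724 25 µM / Compound: one concentration, 3.6 µM, in 0.4% DMSO / Schedule: compound incubation 1 h at room temperature, readout 45 min post-stimulation / Measured by: membrane potential fluorescence / Read-out: % inhibition of NPY effect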
# EP2 modulator = modulators of human EP2 prostaglandin E2 receptor; actives 0.83% (n = 260,000); induction, % at 25 µM; AID 940; EP2-expressing cells, cAMP HTRF FRET, PGE2 co-stimulation; P43116;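 active = compounds whose cAMP rise, as percent of the full-agonist control response, exceeds 60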;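 note: rat C6 glioma line stably carrying human EP2 under a CMV promoter; the protocol text gives 20 µM as final concentration; 100% = response of wells given 1 µM PGE2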
# NPY-Y2 PAM-ag = human NPY-Y2 potentiation or agonism, primary screen; AID 1359; actives 0.45% (n = 220,000); activation, % at 3.6 µM; P49146; cells expressing NPY-Y2, potentiator/agonist read-out; in the data active = activation above about 27%;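 note: cells stimulated with NPY near EC25 plus isoproterenol at EC100; 0% = vehicle plus submaximal agonist and 100% = vehicle plus saturating agonist; some results beyond the cut were filed as inactive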
# Target sequence (P49146 whole entry, looked up): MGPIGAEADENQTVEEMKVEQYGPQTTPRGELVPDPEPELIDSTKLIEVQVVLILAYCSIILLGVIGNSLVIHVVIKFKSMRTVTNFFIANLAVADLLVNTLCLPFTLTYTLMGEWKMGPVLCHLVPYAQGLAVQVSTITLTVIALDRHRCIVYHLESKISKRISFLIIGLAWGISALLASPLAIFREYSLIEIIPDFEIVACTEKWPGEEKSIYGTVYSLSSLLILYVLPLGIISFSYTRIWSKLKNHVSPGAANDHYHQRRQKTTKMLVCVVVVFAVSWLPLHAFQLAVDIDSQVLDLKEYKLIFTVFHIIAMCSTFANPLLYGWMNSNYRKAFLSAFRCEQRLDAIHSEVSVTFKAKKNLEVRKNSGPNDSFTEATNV
# Numbers without * were called inactive; nt = not tested or not shown; & = joins results of further samples; [ ] = dose if it differs, or a comment. An excerpt. The share of hits here may be higher or lower than overall.
# Values run as follows: S1P4 antag	p97 ATPase inh	S1P4 agonist	PGE2 EP2 inh	eIF4E-4G inh	NPY-Y1 PAM-ag	NPY-Y1 antag	EP2 modulator	NPY-Y2 PAM-ag
COc1ccc2ccc3c(c2c1)N=CC1(O3)N(C)c2ccccc2C1(C)C (configuration not stated)
  -3	16*	-1.3	11	-1	-6	-11	31	7
COc1ccc(N(C)C(=O)c2cc3c(s2)-c2c(C)cccc2OC3)c(OC)c1
  7	-2	-1.1	5	-4	-16	nt	-3	-46
Cc1cccc(C)c1NC(=O)CNc1ncnc2sc(C)c(C)c12
  -21	4	-0.1	6	6	7	4	4	0
CCOc1cc(/C=N/NC(=O)CSc2nncn2C)ccc1OC(=O)c1ccc(Cl)cc1
  -9	6	-0.7	9	-5	-7	-3	-32	4
CC1(C)CC(CCNC(=O)c2ccco2)CC(C)(C)N1
  -15	5	-0.4	14	7	6	3	8	-14
Cc1ccc(OCC(=O)N/N=C\c2cn(C)c3ccccc23)c([N+](=O)[O-])c1
  3	1	2.3	1	-1	15	-1	-31	0
c1cncc(CNc2ncn[nH]2)c1
  -7	2	2.4	9&7	4	11	nt	-4&1	11
Cc1ccc(N=CC=C2OC(C)(C)C(C)(C)O2)cc1
  -1	-1	2.1	11	1	-34	13	-30	-2
CCOC(=O)c1c(NC(=O)CSc2c[nH]c3ccccc23)sc2c1CCCC2
  1	7	1.1	10	-13	-19	1	23	4
CCOC(=O)N1CCN(c2ccc(N3C(=O)CCCC3=O)cc2[N+](=O)[O-])CC1
  3	3	-0.5	4	2	-3	6	3	-9
Cc1ccc(Nc2nc(N)c([N+](=O)[O-])c(N3CCOCC3)n2)cc1C
  -28	2	2.1	6	1	6	3	-10	-9
O=C(Nc1ncc(Cc2ccc(Cl)cc2Cl)s1)c1ccc([N+](=O)[O-])cc1
  -6	3	-0.1	16	-9[fluorescence artefact?]	-10	0	-91	-2
CCC1CCCCN1C(=O)CCc1nnc(Cc2c[nH]c3ccccc23)o1 (configuration not stated)
  -15	0	2.0	6	-1	11	-1	-35	16
Cc1c(NC(=O)CN2CCCC(C)C2)ccc2nsnc12 (configuration not stated)
  -22	-4	0.9	11	3	-3	0	5	-5
CCOC(=O)CSc1nc2ccccc2c(=O)n1C
  -12	1	-2.5	13	1[fluorescence artefact?]	11	3	8	2
Nc1nonc1/C(=N/O)N1CCCC1
  -2	5	-0.6	9	-2[fluorescence artefact?]	11	9	5	-2
COc1ccc(N2C(=O)C3C4C=CC(C5CC45)C3C2=O)c([N+](=O)[O-])c1 (configuration not stated)
  -12	-3	1.7	-1	-2	-2	3	-20	-4
NC(=O)CSc1nc2c(sc3ccccc32)c(=O)n1CCCC(=O)NCC1CCCO1 (configuration not stated)
  -8	5	0.8	4	11	6	nt	-3	16
CC(C)C(=O)NNc1ccc(C(F)(F)F)cn1
  0	9	1.1	16	1	16	nt	17	-7
O=C(COc1ccc(S(=O)(=O)N2CCCC2)cc1)Nc1ccc2c(c1)OCCO2
  3	4	0.1	3&7	0	3	2	-106&11	-1
Cc1cc(OCC(=O)Nc2cc(-c3nn4c(C)nnc4s3)ccc2C)ccc1Cl
  8	2	-3.0	11	-1[fluorescence artefact?]	-14	-2	16	10
CCCCNCCCCOc1ccccc1
  -2	4	1.4	14	-11[fluorescence artefact?]	-17	15	19	-7
Fc1ccc(NC(=S)Nc2cc(-c3ccccc3)[nH]n2)cc1Cl
  -2	4	-0.4	15	-6	9	-8	-40	1
C/C(=N\NC(=O)CN(c1ccc(Oc2ccccc2)cc1)S(C)(=O)=O)C(C)(C)C
  -11	1	1.7	4	-2	6	2	9	5
COc1cc(OC)cc(-c2nc(=S)n3ccsc3n2)c1
  -8	7	0.4	11	-3	12	-2	5	6
Cc1cccc(C)c1NC(=O)COC(=O)CSc1nnc(N)s1
  -3	7	-0.2	4	3	13	3	0	18
O=C(NN1CCOCC1)NC12CC3CC(CC(C3)C1)C2
  9	8	-1.1	9	3	18	nt	21	4
COc1ccc(N2CCN(C(CNC(=O)C(=O)NCCCn3ccnc3)c3cccnc3)CC2)cc1 (configuration not stated)
  -19	2	0.6	6	0	4	4	15	1
Cc1ccc(OCC(=O)c2c[nH]c3ccccc23)c([N+](=O)[O-])n1
  -2	4	0.4	7	3	-35	2	-29	0
COc1ccc(CCNc2nc(C)cc(=O)[nH]2)cc1OC
  -14	-1	-0.9	9	nt	-9	2	nt	-1
COc1cc(/C=N/NC(=O)CCc2n[nH]c(=O)[nH]c2=O)ccc1O
  -1	-1	-0.2	9	4	-6	2	7	-3
CCn1c(CSc2nnc(-c3ccncc3)n2CCOC)nc2cc(C(=O)O)ccc21
  4	-4	-0.3	5	2	0	7	1	-7
COCCn1c(=S)[nH]c2ccccc21
  -7	0	-0.5	10	0	13	0	4	5
N#C/C(=C\c1cn(-c2ccccc2)nc1-c1ccccc1)S(=O)(=O)c1ccccc1
  -11	3	1.8	4	-4[fluorescence artefact?]	8	2	25	12
O=c1oc2ccccc2c(O)c1CN1CCCCC1
  2	5	-0.2	3&4	-4	-1	0	2&-32	6
CC(=O)C1=C(C)NC(=O)NC1c1ccc(Cl)cc1 (configuration not stated)
  6	9	-0.5	4	2	3	-4	-19	-4
CC1(C)CC(=O)C=C(NCCCN2CCCC2=O)C1
  -4	-1	1.1	2	nt	-16	-1	nt	-6
Cc1ccc(NC(=O)Cc2nnc(SCC(=O)c3ccc(Br)cc3)n2C)cc1
  5	-9	3.2	3	2	1	-3	7	18
CSc1nsc(SCC(=O)N2CCN(c3ccccc3)CC2)n1
  -29	-6	0.3	10	-2	-45	29*	-8	-35
Cc1ccccc1CSc1nnc(C)c(=O)[nH]1
  -8	7	1.3	6	-7	-13	5	2	-2
Cc1ccc(N2C(=N)SCC2=O)cc1Cl
  -2	6	-1.4	7	2	14	10	4	-2
O=C(NC1CCCC1)c1cccnc1N1CCCCCC1
  2	3	-1.4	12&7	-1[fluorescence artefact?]	9	10	-2&14	-1
COc1ccc(-c2csc(C)n2)cc1Br
  -2	0	0.9	8	2	-10	8	-36	6
CSc1ccccc1NC(=O)CCc1ccccc1
  -1	-2	0.7	9	0	-4	2	0	6
Cc1ccc(NC(=O)CN2C(=O)N/C(=C/c3ccco3)C2=O)cc1
  -8	8	-0.6	nt	15[fluorescence artefact?]	-9	2	0	-6
OCCSc1nc(N2CCOCC2)nc(N2CCOCC2)n1
  -19	0	-1.2	6	-3	12	-4	2	3
Cc1c(N=C2Nc3cccc4cccc2c34)c(=O)n(-c2ccccc2)n1C
  -15	-4	-0.4	10	-1[fluorescence artefact?]	-5	-11	-38	5
Cc1ccc(C)c(N2CCN(C(=O)C3CCCN(S(=O)(=O)c4c(C)noc4C)C3)CC2)c1 (configuration not stated)
  -2	-1	-0.2	9	2	17	2	-10	4
Cn1c2c(c(=O)n(C)c1=O)NC1(N2)C(=O)Nc2ccccc21 (configuration not stated)
  7	9	0.9	10	-3	19	nt	-22	-8
O=C(CC12CC3CC(CC(Br)(C3)C1)C2)OCCN1CCCCC1
  -12	-4	-0.2	3	1	-9	-3	-43	1
CCc1cc2c(=O)n(N)c(CCC(=O)O)nc2s1
  2	6	-0.1	23	4[fluorescence artefact?]	6	-1	8	-9
COc1cnc(-c2ccccc2)nc1Sc1ccccc1
  -1	1	1.0	3	2	-9	13	41	-11
O=Cc1c(Cl)nc2ccccn2c1=O
  -10	9	-1.2	5	13	-18	nt	27	-5
Cc1cc(C(=O)N2CCC(C(F)(F)F)n3nccc32)on1 (configuration not stated)
  -12	4	0.2	14	-5	13	0	-10	10
c1ccc2c(N3CCCCC3)nc(N3CCCC3)nc2c1
  13	-5	-6.5	6	-12	-53	56*	2	-29
CCCCCCCCCCCCCCCCn1cc[n+](C)c1
  2&3	3&-3	0.3&0.1	10&8	43*	49&3	3	-68&-67	37&16
Cc1ccc(C(=O)Nc2nc3ccccc3n2CCN2CCCC2)cc1
  31*	4	-2.5	7	0[fluorescence artefact?]	14	9	3	44*
COc1cc(/C=C(\C#N)C(=O)Nc2ccc3c(c2)OCCO3)ccc1O
  -4	-3	0.1	6	-12	-6	nt	2	-4
COc1c2c(nc3ccccc13)OC(C(C)(O)COC(C)=O)C2 (configuration not stated)
  -8	4	-1.5	9	-1	-2	-5	9	8
Cc1cc(/C=C2\SC(=S)N(Cc3ccco3)C2=O)c(C)n1-c1cccnc1
  8	-3	-3.4	nt	1	-23	1	0	-5

# Remaining list, next part:
# Values run as follows: S1P4 antag	p97 ATPase inh	S1P4 agonist	PGE2 EP2 inh	eIF4E-4G inh	NPY-Y1 PAM-ag	NPY-Y1 antag	EP2 modulator	NPY-Y2 PAM-ag
CC(O)Cn1c(=O)c2c(nc(Br)n2Cc2ccccc2)n(C)c1=O (configuration not stated)
  -15	2	0.3	10	-3	-17	2	9	-10
CCc1cccc2cc3c(N)c(C(=O)Nc4ccc(S(=O)(=O)N5CCCC5)cc4)sc3nc12
  -18	6	3.5	11	-3	5	1	-10	2
Cc1cc(N2CCN(C(=O)c3ccco3)CC2)n2nc(-c3cccc(F)c3)cc2n1
  -14	-2	-0.9	6	-4	1	-7	-6	10
COc1ccc(S(=O)(=O)N2CCN(C(=O)COc3ccccc3)CC2)cc1
  1	6	-1.9	8	-1	24	-4	-2	-6
CC(CN(C)Cc1ccccc1)OC(=O)c1ccc2c(c1)OCCO2 (configuration not stated)
  -23	-4	-0.7	11&4	-2	-17	4	3&-22	-15
CCNC(=O)C1CC(=O)N(c2ccc(OCC)cc2)C1 (configuration not stated)
  -9	10	-0.4	14	0	6	-3	10	11
COc1ccc(-c2cnc3n2CCCCC3)cc1
  -1	5	-0.1	12	-1	-3	nt	-17	-6
COc1cc(CNCC2CCCO2)ccc1OCC(N)=O (configuration not stated)
  -12	1	1.2	8	-1	19	0	24	9
O=C(O)Cc1cn(Cc2ccc(F)cc2)c2ccccc12
  -6	4	1.1	7	-6	11	-2	26	-1
COc1ccc(C2CC(C(F)(F)F)n3ncc(C(=O)Nc4cccc(O)c4)c3N2)cc1OC (configuration not stated)
  -23	10	1.9	10	-3	-6	-9	-13	3
COc1ccc(CC(=O)Oc2cc(C)[nH]c(=O)c2[N+](=O)[O-])cc1
  -30	7	-0.8	8	0[fluorescence artefact?]	7	0	7	0
COc1cc(/C=C(\C#N)c2nc3ccccc3[nH]2)ccc1Oc1ccc([N+](=O)[O-])cn1
  0	4	-0.4	10	-11	-3	0	-26	-13
CC(C)(C)C1CCC(=NNC(=O)c2ccccc2-n2cccc2)CC1 (configuration not stated)
  -14	2	-1.2	4	1	-9	4	39	23
CCOC(=O)c1[nH]c(C)c(C(=O)NCc2ccc(Cl)cc2)c1C
  -14	5	-0.1	6	-8	3	-7	-2	4
O=C(O)CC1S/C(=N\N=C2CCCCCC2)N(c2ccccc2)C1=O (configuration not stated)
  -2	4	0.1	9	-3	2	nt	3	-2

# Record cards (already shown):
# Record of COc1ccc(CC(=O)Oc2cc(C)[nH]c(=O)c2[N+](=O)[O-])cc1 : S1P4 antag: -30; p97 ATPase inh: 7; S1P4 agonist: -0.8; PGE2 EP2 inh: 8; eIF4E-4G inh: 0[fluorescence artefact?]; NPY-Y1 PAM-ag: 7; NPY-Y1 antag: 0; EP2 modulator: 7; NPY-Y2 PAM-ag: 0
# Record of Cc1cc(N2CCN(C(=O)c3ccco3)CC2)n2nc(-c3cccc(F)c3)cc2n1 : S1P4 antag: -14; p97 ATPase inh: -2; S1P4 agonist: -0.9; PGE2 EP2 inh: 6; eIF4E-4G inh: -4; NPY-Y1 PAM-ag: 1; NPY-Y1 antag: -7; EP2 modulator: -6; NPY-Y2 PAM-ag: 10

# Compound activity as filed in PubChem.
